Assay outcomes (PubChem)
RPL19A TOR yeast: modulators of TOR pathway RPL19A-GFP in S. cerevisiae. S. cerevisiae RPL19A-GFP strain, flow cytometry, 3 h; active compounds read low. percent response vs DMSO, % at 10 µM. 330,000 compounds, 0.3% hits. AID 2025;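 active = percent response vs DMSO below 50%; inconclusive = fewer than 70 events counted for the yeast strain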;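 note: median channel GFP fluorescence of the barcoded RPL19A-GFP strain; ratio of sample median GFP to plate DMSO average so 100% = DMSO; lower means less RPL19A-GFP as with rapamycin TOR inhibition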
Yeast superoxide: caloric restriction mimetics inhibiting age-related superoxide in yeast | S. cerevisiae aged cells, superoxide DHE fluorescence; active compounds read low | superoxide response (% of plate mean), % at 10 µM | 330,000 compounds, 0.18% hits | AID 2690;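 active = superoxide response under a set limit, about three screen SD below normal, cut at about 65% in these data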;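 note: yeast aged for seven days with compound at 30 °C before DHE staining; 100% = average MFI of all compound-treated wells on the plate with controls excluded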
VLA-4 inh: inhibition in a human VLA-4 binding assay. P13612. VLA-4 expressing cells, ligand binding flow cytometry. inhibition, % (about 7 µM as worked out from the volumes in the protocol). 330,000 compounds, 0.2% hits. AID 2557; in the data active = inhibition above about 50%
CIT2 TOR yeast: alters CIT2-GFP fluorescence in TOR pathway yeast screen; 320,000 compounds, 0.065% hits; S. cerevisiae CIT2-GFP strain, flow cytometry, 3 h; 100 means same as DMSO wells; AID 2029; GFP response vs DMSO, % at 10 µM;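 active = GFP response relative to DMSO above a set limit, near the screen mean plus 3 SD, cut at about 150% in these data; inconclusive = Fewer than 70 cells measured for a yeast strain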;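 note: ratio of well median GFP fluorescence to mean of DMSO wells on the plate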
LAP4 TOR yeast: modulators of TOR pathway LAP4-GFP in S. cerevisiae. 320,000 compounds, 0.34% hits. AID 2023. S. cerevisiae LAP4-GFP multiplex, flow cytometry GFP, 3 h; median GFP as percent of DMSO wells. GFP response vs DMSO, % at 10 µM;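 active = GFP response vs DMSO above a set limit, about the screen mean plus 3 SD, cut at about 150% in these data; inconclusive = under 70 cell events counted for the yeast strain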
MEP2 TOR yeast: alters MEP2-GFP fluorescence in TOR pathway yeast screen; S. cerevisiae MEP2-GFP strain, flow cytometry GFP, 3 h; 100% = DMSO control level; GFP response vs DMSO, % at 10 µM; 330,000 compounds, 0.51% hits;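 active = GFP response versus DMSO above a set limit, roughly screen mean plus 3 SD, cut at about 180% in these data; inconclusive = fewer than 70 cells counted for a yeast strain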;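 note: median GFP fluorescence of the barcode-gated MEP2-GFP cells per well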
GRK2 inh: inhibitors of human GRK2 displacing RNA aptamer. P25098. bead flow cytometry, FAM-aptamer displacement from GRK2. inhibition of aptamer binding, % at 10 µM. 330,000 compounds, 0.59% hits;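 active = inhibition of aptamer binding above 40%, roughly 3 SD of noise, on plates passing a quality check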;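 note: median bead fluorescence of bound FAM aptamer so fluorescent compounds give negative values; no value below 0 was filed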
Target sequence (P25098 whole entry, looked up): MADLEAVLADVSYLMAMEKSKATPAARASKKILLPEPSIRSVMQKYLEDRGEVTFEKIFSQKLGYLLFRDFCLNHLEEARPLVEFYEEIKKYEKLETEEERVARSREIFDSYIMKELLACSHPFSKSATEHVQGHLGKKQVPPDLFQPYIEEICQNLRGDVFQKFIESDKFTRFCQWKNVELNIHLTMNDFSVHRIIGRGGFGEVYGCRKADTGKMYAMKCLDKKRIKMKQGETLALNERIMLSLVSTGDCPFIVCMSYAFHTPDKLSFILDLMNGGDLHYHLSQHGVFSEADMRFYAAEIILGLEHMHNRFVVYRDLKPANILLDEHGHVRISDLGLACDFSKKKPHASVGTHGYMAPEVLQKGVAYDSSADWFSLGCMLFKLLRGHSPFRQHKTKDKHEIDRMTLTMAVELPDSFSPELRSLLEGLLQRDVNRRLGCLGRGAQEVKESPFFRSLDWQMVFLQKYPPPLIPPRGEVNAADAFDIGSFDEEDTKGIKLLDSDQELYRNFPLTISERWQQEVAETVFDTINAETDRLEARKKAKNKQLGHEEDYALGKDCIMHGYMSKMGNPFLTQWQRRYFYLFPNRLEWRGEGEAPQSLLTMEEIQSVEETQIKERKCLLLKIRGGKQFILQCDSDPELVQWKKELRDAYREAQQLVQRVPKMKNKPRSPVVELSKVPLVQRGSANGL
AGP1 TOR yeast: modulators of TOR pathway AGP1-GFP in S. cerevisiae; S. cerevisiae AGP1-GFP multiplex flow cytometry, 3 h; GFP as percent of DMSO wells; GFP response vs DMSO, % at 10 µM; 320,000 compounds, 0.02% hits; AID 2066;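 active = GFP response relative to DMSO above a set limit, near screen average plus 3 SD, cut at about 150% in these data; inconclusive = fewer than 70 cells counted for the yeast strain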;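 note: median GFP channel fluorescence of the gated AGP1 strain per well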
* = called active by the depositor; i = inactive; ? = inconclusive; [ ] = another dose, or the depositor's remark.

SMILES	RPL19A TOR yeast	Yeast superoxide	VLA-4 inh	CIT2 TOR yeast	LAP4 TOR yeast	MEP2 TOR yeast	GRK2 inh	AGP1 TOR yeast
COc1ccc(-n2nnnc2SCC(=O)N2C(C)CCCC2C)c(OC)c1 (stereo not drawn)	98	96	-13	101	97	103	1	106
O=C(Nc1ccn(Cc2ccc(Cl)cc2)n1)c1ccccc1	105	113	4	91	93	96	6	94
O=c1cc(Nc2ccc3c(c2)OCCO3)[nH]c(=O)n1-c1ccc(Cl)cc1	86	106	6	80	93	87	1	88
CCOC(=O)C1=C(C)NC(=S)NC1c1ccc(-c2ccc(Cl)cc2)o1 (stereo not drawn)	96	103	2	96	106	103	0	104
CC1CCC(C(C)C)C(OC(=O)C2=C3c4ccccc4S(=O)(=O)N3CC2)C1 (stereo not drawn)	99	91	-10	89	98	97	0	99
Cc1ccc(OCCCCN2CCc3ccccc3C2)cc1	101	97	-16	108	86	101	0	98
CCCNC(=O)COC(=O)/C=C/c1ccc(C)o1	107	101	6	117	105	111	4	117
CCOC(=O)c1c(NC(=O)c2ccc(Br)o2)sc(C)c1CC	107	96	3	113	107	112	5	107
CCOC(=O)c1cc(-c2ccc(F)cc2)n(CC(=O)NCc2ccccn2)c1C	?	82	-5	93[may fluoresce red]	80[may fluoresce red]	83[may fluoresce red]	0	90[may fluoresce red]
COCC(C)N=C1SCCN1Cc1ccccc1 (stereo not drawn)	103	110	0	105	97	106	0	98
O=C(COC(=O)CNC(=O)c1ccccc1Cl)Nc1cc(C(F)(F)F)ccc1Cl	96	101	19	98	99	106	0	97
NS(=O)(=O)c1ccc(CCNS(=O)(=O)c2cccc3nsnc23)cc1	104	96	2	105	97	105	2	99
Cc1cccc(C)c1N1C(=O)CCC(C)(C)C1=O	98	83	5	95	87	101	0	88
O=C(COC(=O)c1ccccc1O)Nc1ccc(N2CCOCC2)cc1	93	93	17	96	95	93	5	91
Cc1onc(-c2ccccc2Cl)c1C(=O)NC(=S)Nc1ccccc1F	102	95	9	98	93	96	0	95
O=C(CN1C(=O)NC2(CCCCC2)C1=O)Nc1ccccc1N1CCCC1	105	89	0	98	122	103	1	119
O=C(COC(=O)c1ccccc1O)Nc1ncc(Cl)cc1Cl	95	92	3	102	104	96	14	103
Cc1cc(N2CCOCC2)nc2ccc(NC(=O)CCC(=O)N3CCC(C)CC3)cc12	100	101	7	97	100	105	0	103
O=C(CSc1nnc2scc(-c3ccccc3)n12)N1CCCc2ccccc21	102	104	9	101	99	104	2	106
CC(C)(C)CC(C)(C)NCC(=O)Nc1c2c(nc3ccccc13)CCC2	96	97	19	103	94	95	0	100
NC1=NC(=O)C(Cc2ccccc2)S1 (stereo not drawn)	110	104	22	106	99	110	3	97
CC(C)c1ccc(S(=O)(=O)N2CCN(C(=O)C3CC3C)CC2)cc1 (stereo not drawn)	93	92	0	88	111	90	0	100
CC(CC(=O)OCC(=O)NC1CCS(=O)(=O)C1)c1ccccc1 (stereo not drawn)	103	119	9	108	100	104	3	101
Cc1ccc(C(=O)N(C)CCOc2ccccc2)cc1S(=O)(=O)N1CCOCC1	100	86	7	93	102	99	5	104
O=C(c1cccc(Br)c1)c1conc1C(=O)c1ccco1	102	106	17	101	91	108	0	93

Grouped by structure, those above containing bromine
SMILES	RPL19A TOR yeast	Yeast superoxide	VLA-4 inh	CIT2 TOR yeast	LAP4 TOR yeast	MEP2 TOR yeast	GRK2 inh	AGP1 TOR yeast
CCOC(=O)c1c(NC(=O)c2ccc(Br)o2)sc(C)c1CC	107	96	3	113	107	112	5	107
O=C(c1cccc(Br)c1)c1conc1C(=O)c1ccco1	102	106	17	101	91	108	0	93

Other compounds follow:
SMILES	RPL19A TOR yeast	Yeast superoxide	VLA-4 inh	CIT2 TOR yeast	LAP4 TOR yeast	MEP2 TOR yeast	GRK2 inh	AGP1 TOR yeast
Cc1ccc(N2C(=O)CS/C2=C(\C(Cl)=C(Cl)Cl)[N+](=O)[O-])cc1	99	116	-29	94	98	102	0	93
CCOC(=O)CSc1nc(C)[nH]c1[N+](=O)[O-]	100	111	41	97	98	100	0	93
CCCc1c(O)nc(SC2CC(=O)N(c3ccc(OC)cc3)C2=O)[nH]c1=O (stereo not drawn)	102	88	14	91	96	105	0	100
CC[C@H]1c2[nH]c3ccccc3c2C[C@@H]2C(=O)N(c3ccc(F)cc3)C(=O)N21	99	90	-1	101	108	107	0	107
O=C(Nc1ccccc1Oc1ccccc1)c1ccccc1F	105	94	8	110	84	82	0	92
CCOc1ccc(OCC(=O)NCCS(=O)(=O)N2CCN(c3ccc(F)cc3)CC2)cc1	96	87	-10	96	93	96	1	101
COc1ccc(N(C(C)C(=O)NN=C2CCCC2)S(C)(=O)=O)cc1 (stereo not drawn)	99	101	18	102	93	101	0	97
CCCNC(=O)CCn1nc(-c2ccc(Cl)cc2)c2ccccc2c1=O	101	85	1	103	112	97	2	112
Clc1ccc(-c2cc3ccccc3nc2N2CCOCC2)cc1	97	99	2	95	119	102	3	101
Cc1ccc(NC(=O)CN2CCC(Cc3ccccc3)CC2)cc1S(=O)(=O)N(C)C	99	110	12	101	102	102	0	101
CC(NO)C(C)(C)NO (stereo not drawn)	84	93	6	115	123	161	0	110
CCN1C(=O)c2cccc3c(NC(=O)c4ccc(OC)c(OC)c4)ccc1c23	99	88	-12	105	96	102	0	105
OCCN(CC#CC(O)(c1ccccc1)c1cccc(F)c1)CCO (stereo not drawn)	98	98	-2	88	96	96	1	91
COc1cc(/C=C(\C#N)C(=O)NC2CCCCC2)ccc1OCc1ccc(C(=O)O)cc1	94	99	-2	92	117	100	4	100
COc1ccc(-c2nnc(SCc3nnc(-c4cccs4)o3)n2CC2CCCO2)cc1 (stereo not drawn)	100	111	-12	100	89	97	3	94
CC(=O)c1c(C)n(CC(=O)NCc2ccc3c(c2)OCO3)c2ccccc12	99	103	12	94	99	102	0	96
CS(=O)(=O)N(C(=O)NC(=O)NC1CCS(=O)(=O)C1)C1CCCCC1 (stereo not drawn)	100	110	-3	90	93	95	1	93
O=C(CCCOc1cccc(Br)c1)NCCOc1ccccc1	101	124	6	94	113	107	4	108
COCCn1c(SCC(=O)NCC2CCCO2)nc2c(c1=O)SC(C)C2 (stereo not drawn)	95	88	1	95	95	98	0	96
O=C(O)CCc1nc2ccccc2n(CCc2ccccc2)c1=O	100	98	-22	105	98	98	1	103
CCCC(=O)Nc1ccc2c(c1)nc(CCNC(=O)c1ccccc1)n2C	103	96	4	102	97	88	0	102
CCNC(=O)NC(=O)C(C)OC(=O)C1CCN(S(=O)(=O)c2ccc(C)c(C)c2)CC1 (stereo not drawn)	106	108	5	102	85	103	0	94
O=C(N/N=C/c1ccsc1)c1c[nH]c2ccccc12	110	86	6	91	71	104	0	92
COc1ccc(N2CCC(CNC(=O)Nc3ccc(Cl)cc3)C2)cc1 (stereo not drawn)	98	90	-45	97	104	100	0	103
COC(=O)c1sccc1NC(=O)c1cc(-c2cc(C)ccc2C)nc2ccccc12	97	91	-4	99	95	99	1	102

Going on with the list:
SMILES	RPL19A TOR yeast	Yeast superoxide	VLA-4 inh	CIT2 TOR yeast	LAP4 TOR yeast	MEP2 TOR yeast	GRK2 inh	AGP1 TOR yeast
O=C(Nc1ccc(N2CCN(C(=O)c3ccco3)CC2)cc1)c1cccc(F)c1	99	94	-6	101	103	98	1	102
CCN(CC)C(=O)c1ccc(-c2nnc(Nc3ccc(O)cc3)c3ccccc23)cc1	104	102	-9	95	86	106	1	95
O=C(NCc1cccs1)C1CC(c2ccc(Cl)cc2)=NO1 (stereo not drawn)	92	84	16	84	91	86	0	88
Cc1ccc(-c2cc(C(=O)NCc3cnn(C)c3C)c3cc(Br)ccc3n2)cc1	100	104	-15	102	106	100	0	97
Cc1ccc2cc(CN(Cc3ccccc3)Cc3nnnn3C3CCCC3)c(=O)[nH]c2c1	98	96	-4	102	107	105	0	107
O=C(CNC(=O)c1ccco1)N/N=C/c1cccs1	96	114	-5	105	111	98	0	121
COC(=O)c1[nH]c2ccc(Br)cc2c1NC(=O)Oc1ccccc1	99	88	2	92	102	105	0	99
COCCn1c(SCc2ccc(F)cc2)nc2c1c(=O)[nH]c(=O)n2C	95	92	5	91	96	103	3	94
Cc1ccc(S(=O)(=O)N(CCCN(C)C)Cc2ccc3c(c2)OCO3)cc1	105	96	9	102	96	106	0	102
O=C(NCCCN1CCCC1=O)c1cccc(NS(=O)(=O)c2ccc(Br)cc2)c1	98	104	0	89	107	100	2	110
CC(CNCC1CCCO1)COc1cccc2ccccc12 (stereo not drawn)	97	93	13	102	96	95	2	98
Cn1c(=O)c2c(nc(SCC(=O)N3CCOCC3)n2C)n(C)c1=O	103	95	-19	100	94	100	0	99
CCC(CC)C(=O)N=C1SC2CS(=O)(=O)CC2N1CCc1ccc(OC)c(OC)c1 (stereo not drawn)	100	97	9	99	103	99	0	102
CC1CC(C)CN(C(=O)C2CC(=O)N(c3ccc4c(c3)OCCO4)C2)C1 (stereo not drawn)	102	134	-2	96	117	96	0	108
COc1ccccc1N1CCN(C(=O)CCNC(=O)Cn2ccc3ccccc3c2=O)CC1	95	94	-3	96	82	101	2	90
Cn1c(=O)c(=O)n(C)c2cc(S(=O)(=O)N3CCCC3C(=O)NCc3ccco3)ccc21 (stereo not drawn)	100	106	-14	98	107	100	2	103
CCS(=O)(=O)C1=NN2C(=N)/C(=C\c3ccc(OS(=O)(=O)c4ccccc4)c(OC)c3)C(=O)N=C2S1	102	115	8	95	93	93	41*	98
Cc1ccc(C(=O)N/N=C/c2cn(Cc3ccccc3)c3ccccc23)cn1	100	84	8	88	107	94	2	97
COc1ccccc1NCCC(=O)OCC(=O)Nc1cccc(S(=O)(=O)N(C)C)c1	94	115	16	79	97	93	2	94
Cc1ccc(S(=O)(=O)N(C)C)cc1NC(=O)CSc1nc2ccccc2[nH]1	104	85	6	101	105	105	0	114
CCOc1ccccc1N(CC(=O)Nc1cccc2ccccc12)S(C)(=O)=O	97	105	2	90	88	106	0	93
O=C(/C=N/O)Nc1cccnc1	103	97	-5	105	92	105	2	108
C/C(=N\NC(=O)Cn1c(-c2ccccn2)nc2ccccc21)c1ccccc1	103	88	-1	103	91	100	1	98
CCC(=O)Oc1ccc(C(=O)Nc2ccccc2C(=O)NCC(C)C)cc1	97	118	-13	97	95	96	1	92
CN(Cc1nc(-c2cccc(Cl)c2)no1)C1CCOCC1	100	i	7	101	101	99	2	104

More records follow.
SMILES	RPL19A TOR yeast	Yeast superoxide	VLA-4 inh	CIT2 TOR yeast	LAP4 TOR yeast	MEP2 TOR yeast	GRK2 inh	AGP1 TOR yeast
COc1ccc(S(=O)(=O)NCCOc2ccccc2)cc1C	102	95	2	101	104	93	0	108
COc1ccc(C2c3c(-c4cc(Cl)c(C)cc4O)n[nH]c3C(=O)N2Cc2cccnc2)cc1OC (stereo not drawn)	114	84	-2	91	100	107	0	111
CCOC(=O)c1ccc(-c2ccc(C(=O)Nc3cccnc3)o2)cc1	105	111	0	104	126	117	0	101
Cn1cc(CNC(=O)C2CCC(=O)N(Cc3ccc(Cl)cc3)C2)cn1 (stereo not drawn)	96	92	-10	86	94	94	2	91
Cc1cccc(NS(=O)(=O)c2nnc(NC(=O)c3cccc(C)c3)s2)c1	102	100	3	105	100	102	4	100
CCC1CCCCN1C(=O)COc1ccc2c(c1)OCO2 (stereo not drawn)	100	102	-11	96	89	99	1	94
CCOc1ccc(N2C(=O)CC(N(C)Cc3ccccc3)C2=O)cc1 (stereo not drawn)	97	87	19	93	93	95	2	95
CS(=O)(=O)N(Cc1ccccc1)c1ccc(C(=O)Nc2ccc3c(c2)OCO3)cc1	96	110	9	100	95	106	0	99
CCc1nnc(NC2=NCCC2)s1	103	94	-12	105	104	109	4	108
